Screening data deposited in PubChem by several laboratories.
NR5A2 inv ag – NR5A2 inverse agonism in reporter assay | AID 602396 | 0.13% of 360,000 active | O00482 | HEK293T StAR-luciferase reporter, LRH-1 transfected, 24 h | inhibition, % at 3.6 µM;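 active = inhibition above the mean inhibition of all tested compounds plus 3 SD, cut at about 73% in these data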;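 note: 0% = DMSO wells and 100% = reporter-only cells lacking LRH-1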
SRC1 inh – human NCOA1 inhibition | HEK293 GAL4-SRC1 luciferase reporter, luminescence | inhibition, % at 3.6 µM | 0.12% of 360,000 active;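 active = inhibition above the campaign mean plus 3 SD, with each screening campaign given its own cutoff, cut at about 60% in these data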;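 note: 0% = DMSO treated cells and 100% = gossypol at 36 µM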
TLR9-MyD88 inh – TLR9-MyD88 interaction inhibition. inhibition, % at 4.98 µM. CHO BLA complementation TLR9-MyD88, CCF4 FRET ratio. Q9NR96+Q99836. 0.21% of 340,000 active;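 active = inhibition above the mean over all tested compounds plus 3 SD, cut at about 21% in these data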;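 note: 0% = DMSO only wells and 100% = clavulanate BLA inhibitor control wells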
NOD2 RIPK2 PPI – inhibitors of human NOD2-RIPK2 interaction. O43353. CHO BLA complementation NOD2-RIPK2, CCF4 ratio. inhibition, % at 4.98 µM. 0.38% of 360,000 active; in the data active = inhibition above about 21%;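 note: 0% = vehicle only and 100% = reference blocker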
ABHD5-PLIN5 inh – inhibitors of human ABHD5-perilipin-5 interaction | 0.78% of 360,000 active | inhibition, % at 4 µM | Split G. princeps luciferase complementation, luminescence, 4 h | AID 602281 | Q00G26+Q8WTS1;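 active = inhibition above the mean inhibition across every tested compound plus 3 SD, cut at about 22% in these data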;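 note: 0% = DMSO only wells and the 100% control is not disclosed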
Target sequence (Q00G26 whole entry, looked up): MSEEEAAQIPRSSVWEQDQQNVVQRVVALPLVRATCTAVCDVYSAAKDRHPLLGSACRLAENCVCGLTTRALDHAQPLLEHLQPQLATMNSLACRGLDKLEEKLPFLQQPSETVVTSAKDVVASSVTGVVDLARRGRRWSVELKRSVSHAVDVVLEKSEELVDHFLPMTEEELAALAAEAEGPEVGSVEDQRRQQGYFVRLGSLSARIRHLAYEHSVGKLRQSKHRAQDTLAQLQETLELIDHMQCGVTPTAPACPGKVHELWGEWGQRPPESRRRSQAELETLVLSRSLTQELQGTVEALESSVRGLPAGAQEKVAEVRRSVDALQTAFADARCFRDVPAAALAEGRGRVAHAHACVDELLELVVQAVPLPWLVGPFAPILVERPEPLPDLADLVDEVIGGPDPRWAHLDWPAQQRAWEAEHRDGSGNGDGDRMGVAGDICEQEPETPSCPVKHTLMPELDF
Target sequence (Q8WTS1 whole entry, looked up): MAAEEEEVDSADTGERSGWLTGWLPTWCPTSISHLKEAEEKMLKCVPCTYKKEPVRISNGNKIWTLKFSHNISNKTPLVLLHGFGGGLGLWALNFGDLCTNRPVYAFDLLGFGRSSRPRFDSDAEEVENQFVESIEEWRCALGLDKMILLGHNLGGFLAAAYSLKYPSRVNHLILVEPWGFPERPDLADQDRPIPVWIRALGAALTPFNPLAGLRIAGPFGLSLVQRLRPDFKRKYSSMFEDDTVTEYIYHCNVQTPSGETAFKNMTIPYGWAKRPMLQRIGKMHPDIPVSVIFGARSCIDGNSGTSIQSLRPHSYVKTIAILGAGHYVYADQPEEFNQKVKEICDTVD
Exocytosis inh – lytic granule exocytosis inhibition. TALL-104 LAMP-1 surface exposure, flow cytometry; cells stimulated with thapsigargin and PMA. inhibition, % at 10 µM. 0.66% of 360,000 active. AID 651702;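 active = inhibition above about 55%, limit read from the data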
TROY NFkB inh – inhibitors of TROY-dependent NF-kB signaling; Q293 LMP1-TROYcd NF-kB luciferase reporter, 4 h; inhibition, % at 10 µM; 0.98% of 360,000 active;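 active = compounds whose plate-normalised and pattern-corrected inhibition of the luciferase reporter signal at the single screening dose is 50% or more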
NCOA3 inh – human NCOA3 inhibition; Q9Y6Q9; HEK293 GAL4-SRC3 luciferase reporter, luminescence; inhibition, % at 3.6 µM; 0.17% of 360,000 active; AID 588352;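 active = inhibition above a per-campaign cutoff, the mean of all compounds plus 3 SD, cut at about 60% in these data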;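 note: 0% = DMSO-treated cells and 100% = gossypol-treated cells at 36 µM; higher means less SRC3-driven luciferase light from the GAL4 reporter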
NCOA2 inhibitor – inhibits human steroid receptor coactivator 2; HEK293 GAL4-SRC2 luciferase reporter, luminescence; inhibition, % at 9 µM; 0.17% of 370,000 active; AID 651957;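 active = inhibition above the mean inhibition of all tested compounds plus 3 SD, set per campaign, cut at about 52% in these data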;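 note: 0% = DMSO treated cells and 100% = cells given Gossypol at 36 µM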
TWEAK Fn14 block – inhibitors of TWEAK-Fn14 interaction signaling. AID 1159606. inhibition, % at 10 µM. TWEAK-stimulated Fn14 reporter cells, luciferase luminescence, 8 h. 2% of 360,000 active; in the data active = inhibition above about 50%
NR2F2 inh – blocks human COUP-TFII nuclear receptor. P24468. HEK293T NGFI-A luciferase reporter, luminescence. inhibition, % at 8.6 µM. 0.7% of 370,000 active. AID 686940;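 active = inhibition above a per-plate cutoff, mean inhibition of test wells between control levels plus 3 SD, cut at about 38% in these data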;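 note: cells cotransfected with COUP-TFII expression vector driving the NGFI-A reporter; 0% = median of COUP-TF2 test wells and 100% = reporter-only cells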
* marks the source's active call; other numbers are inactive results; . = not tested or not shown. An excerpt; rates above refer to the full screens.

SMILES	NR5A2 inv ag	SRC1 inh	TLR9-MyD88 inh	NOD2 RIPK2 PPI	ABHD5-PLIN5 inh	Exocytosis inh	TROY NFkB inh	NCOA3 inh	NCOA2 inhibitor	TWEAK Fn14 block	NR2F2 inh
CNC(=O)COc1ncnc2scc(-c3ccc(F)cc3)c12	-10	4	0	3	-1	6	3	-7	5	3	-15
COc1ccc(-c2cc(C(F)(F)F)n3nc(C(=O)O)nc3n2)cc1	-12	-4	-2	-4	-2	-5	18	-7	4	5	-4
COc1ccc(C)cc1NC(=O)CNC(=O)Cn1ccc2ccccc2c1=O	5	-12	7	-8	-4	0	9	-9	-26	2	9
CCN(CC(=O)Nc1ccc(NC(C)=O)cc1)C(=O)c1sc2nc3n(c(=O)c2c1C)CCC3	-22	-9	7	-9	1	-7	2	7	4	1	6
CCCCc1nnc(NC(=O)CCS(=O)(=O)c2ccc(C)cc2)s1	-9	-5	-3	-2	0	-1	-16	-1	17	-1	-1
CC/C(=N/NC(=O)c1ccccc1O)c1c(C)[nH]n(-c2ccccc2)c1=O	-10	-41	2	-8	-4	-8	-18	-28	10	-4	-24
Cc1cc(=O)[nH]c(SCC(=O)Nc2ccc(Cl)cn2)n1	12	13	13	8	1	1	-44	17	3	-30	-1
COc1ccc(CN2CCCC(C(=O)N3CCCCC3)C2)c(OC)c1 (stereo not given)	-13	6	-8	4	4	0	-6	-10	.	-11	.
CCOC(=O)C1=C(C)N(C)C(C)=C(C(=O)OCC)C1c1ccccn1	1	-3	2	1	-2	-2	-5	6	-2	-16	-7
COc1ccc2[nH]c(=S)cc(C)c2c1	24	-10	5	-6	2	39	-3	-9	-2	-13	0
O=C(O)c1ccccc1C(=O)Nc1ccc(S(=O)(=O)Nc2nccs2)cc1	14	-1	4	-13	1	2	2	11	3	-3	-60
O=[N+]([O-])c1cccc(-c2csc(Nc3ccccc3)n2)c1	-22	-67	-6	-12	1	12	-80	-22	-56	-9	-24
Oc1c(CN2CCc3ccccc3C2)cc(Cl)c2cccnc12	21	-7	7	-2	-3	0	11	-23	.	6	.
C=C[C@]1(C)C=C2CC[C@H]3[C@@](C)(CCC[C@@]3(C)C(=O)O)[C@@H]2CC1	1	0	-2	-12	1	-8	32	7	.	-16	.
NC(=O)c1nnsc1-c1ccco1	-5	5	4	1	3	23	-9	4	-22	6	-1
CC(=O)C1=C(O)C(CSCc2ccccc2)N(C)C1=O (stereo not given)	9	13	-6	-4	8	0	-11	15	22	-19	-16
O=C(Cn1nnc(-c2ccccc2NC(=O)c2cccs2)n1)Nc1ccccc1	-4	18	-11	9	-3	0	6	5	14	0	4
COc1ccc(N2C3=C(C(=O)CC(C)(C)C3)C(c3ccccc3OC)C3=C2CC(C)(C)CC3=O)cc1	-11	14	-4	-5	3	16	-5	17	-18	-11	3
NC(=O)C1CCN(c2ccnc3cc(Cl)ccc23)CC1	4	-5	5	-4	2	-3	8	10	0	0	8
COc1cccc(CNC(=O)CCc2nnc(C3CCCCC3)o2)c1	12	-3	-9	-7	0	-1	0	4	-5	-4	-6
CCN1C(=O)CSC1=Nc1cccc(C(=O)O)c1	-10	-6	-6	3	5	-5	-5	-1	-16	-8	1
COc1ccc(/C=N/N2CCN(c3ccc(Cl)cc3)CC2)cc1O	26	2	-2	-6	-14	3	4	-6	4	6	-6
Clc1ccc(SCc2cc(N3CCOCC3)nc(-c3ccccn3)n2)cc1	16	-8	13	7	4	1	11	41	9	0	15
CCOC(=O)c1ccc(NC(=O)c2sc3nc4n(c(=O)c3c2C)CCC4)cc1	-6	-10	-5	-4	-7	-1	-6	6	0	-20	-5
CC(C)CCNC(=O)[C@H](Cc1ccccc1)N1Cc2ccccc2C1=O	-8	-10	-1	9	3	-10	15	-25	-28	12	15

Overlap with the part before: three compounds; new compounds follow.
SMILES	NR5A2 inv ag	SRC1 inh	TLR9-MyD88 inh	NOD2 RIPK2 PPI	ABHD5-PLIN5 inh	Exocytosis inh	TROY NFkB inh	NCOA3 inh	NCOA2 inhibitor	TWEAK Fn14 block	NR2F2 inh
Clc1ccc(SCc2cc(N3CCOCC3)nc(-c3ccccn3)n2)cc1	16	-8	13	7	4	1	11	41	9	0	15
CCOC(=O)c1ccc(NC(=O)c2sc3nc4n(c(=O)c3c2C)CCC4)cc1	-6	-10	-5	-4	-7	-1	-6	6	0	-20	-5
CC(C)CCNC(=O)[C@H](Cc1ccccc1)N1Cc2ccccc2C1=O	-8	-10	-1	9	3	-10	15	-25	-28	12	15
CC(NC(=O)c1ccco1)C(=O)N1CCc2ccccc2C1 (stereo not given)	5	-37	1	9	-5	-2	1	-12	-20	-17	-15
COc1ccc(CCNC(=O)c2coc3ccccc3c2=O)cc1	-6	11	-8	6	1	3	6	3	8	4	15
Cc1ccc(S(=O)(=O)N2CCOCC2)cc1C(=O)NC1CCCC(C)C1C (stereo not given)	16	10	-1	1	1	0	-7	20	16	-3	6
COc1ccc(OC)c(NC(=O)Cn2c(CCC(=O)O)ccc2-c2ccc(C)cc2)c1	15	-4	-1	5	-5	-1	-4	16	17	8	-9
COc1ccc(S(=O)(=O)Nc2cc3c(C(C)=O)c(C)oc3c3ccccc23)cc1	39	-2	-4	19	6	2	12	7	15	-4	-47
Cc1cc(C)c(NC(=O)CN(C)S(=O)(=O)c2ccc3c(c2)n(C)c(=O)c(=O)n3C)c(C)c1	1	-27	9	-4	-4	11	16	12	24	4	1
COc1cc(CN2CCN(c3cccc(C)c3C)CC2)cc([N+](=O)[O-])c1O	-13	13	-1	2	-3	4	-11	21	6	-10	3
Cc1cc(N(C)N)nc(NC(=O)NS(=O)(=O)c2ccccc2Cl)n1	12	-4	-5	-8	1	-4	9	-11	-25	18	-27
CC(C)(C)c1ccc(C(=O)NC(=S)N2CCOCC2)cc1	-103	-94	9	-10	0	-2	-53	-105	-91	-9	-52
O=C(c1ccc(Br)o1)N1CCN(C/C=C/c2ccccc2)CC1	-35	-11	3	-2	-4	-1	18	-4	-1	-2	9
Cc1[nH]nc2c1C1(CCOC1C)C(C#N)=C(N)O2 (stereo not given)	15	-2	3	-8	-2	-1	11	-3	12	-9	16
O=C(CSc1nnnn1-c1ccccc1)N1N=CCC1c1ccccc1 (stereo not given)	-7	7	-9	-6	-5	-3	-3	-2	-44	-2	-5
Cc1ccc(C2C(C#N)=C(N)Oc3n[nH]c(C)c32)cc1 (stereo not given)	11	12	-2	6	-2	-1	12	-12	4	19	8
Cc1ccc(CNC(=O)CS(=O)(=O)CC(=O)O)cc1	2	-4	6	5	-1	5	3	-8	-27	-2	-14
Cc1nn(-c2ccccc2)c2sc(C(=O)c3c(N)n(C)c(=O)n(C)c3=O)cc12	1	-7	-2	-6	1	1	-10	-3	7	18	5
Cn1c(COc2ccc(F)cc2)nnc1SCC(=O)NC1CC1	2	0	8	-2	1	0	2	12	4	-4	-17
CSCCC1NC(=O)N(CC(=O)Nc2cc(C)on2)C1=O (stereo not given)	-16	-28	-5	-6	5	0	-6	-4	-9	-2	-2
CCS(=O)(=O)N1CCN(C(C)CCc2ccccc2)CC1 (stereo not given)	-1	-3	0	-6	7	0	7	7	-9	-8	0
Cc1cc(N2CCCCCC2)nc2ccc(F)cc12	15	8	-2	-4	-5	5	-6	4	-9	-6	-7
Cc1nc2ccccc2nc(C)c1=NOCc1ccc(C#N)cc1	-99	-50	15	-11	3	-5	-32	-34	-41	-9	-21
Cc1ccc(/C=C2\SC(=O)N(CCC(=O)N3CCN(C)CC3)C2=O)cc1	-26	-35	-5	-9	1	6	-24	-33	-45	-3	-11
O=C(CCc1ccc(S(=O)(=O)N2CCOCC2)cc1)Nc1c(F)cccc1F	4	0	-3	-5	-3	4	9	-1	-13	16	-12
Cc1ccc(S(=O)(=O)C2C(=O)N(C)C3(C)CC2c2ccccc2O3)cc1 (stereo not given)	-2	-42	-11	-4	-6	-5	-2	10	8	10	10
COc1ccc(Cl)cc1NC(=O)C(C)N(C)Cc1ccc(C(F)(F)F)cc1 (stereo not given)	17	8	3	-11	-16	10	7	9	5	-6	16
O=C(Cc1cccs1)Nc1cc(SCCO)cc([N+](=O)[O-])c1	-26	-8	12	-14	5	-1	30	-1	1	24	8

New compounds follow
SMILES	NR5A2 inv ag	SRC1 inh	TLR9-MyD88 inh	NOD2 RIPK2 PPI	ABHD5-PLIN5 inh	Exocytosis inh	TROY NFkB inh	NCOA3 inh	NCOA2 inhibitor	TWEAK Fn14 block	NR2F2 inh
O=C(O)COc1ccc(Br)cc1/C=C1/SC(=O)N(CC(=O)N2CCCC2)C1=O	14	1	2	-16	4	2	13	4	4	0	7
N#CC(C(O)c1ccccc1)N1CCOCC1 (stereo not given)	-7	11	0	2	0	-2	4	-18	0	9	15
CCCn1c(SCC(=O)NC2CCCC2)nnc1C(C)C	-12	13	-8	-5	-1	-2	-1	14	16	-12	1
Cc1c(NC(=O)CN2C(=O)NC(C)(c3ccc(OC(F)F)cc3)C2=O)c(=O)n(-c2ccccc2)n1C (stereo not given)	12	9	7	5	-2	-1	7	4	3	21	10
CC(=O)NC(c1ccc(Cl)cc1)c1c(O)ccc2ccc(O)cc12 (stereo not given)	1	10	2	1	2	-1	37	11	-16	16	-10
CCOC(=O)/C(C(N)=NCc1ccco1)=C(/O)c1ccccc1	-2	-5	3	7	15	-2	-26	21	0	-2	6
c1ccc(-c2ccccc2-n2cnnn2)cc1	-6	-11	-1	3	-4	-1	-4	11	22	5	6
COc1cccc(NC(=O)CSCc2cc(=O)n3nc(C4CC4)sc3n2)c1	-17	19	5	9	-8	-6	-16	-5	-36	-19	16
COc1ccc(NC(=O)CSc2nnnn2-c2ccc(F)cc2)cc1	17	-9	4	6	-6	9	4	1	2	-3	-32
O=C(CSc1nnnn1-c1cccnc1)Nc1ccccc1F	-19	4	12	1	-1	-2	-5	-9	11	10	17
O=C(Cc1c(F)cccc1Cl)N/N=C/c1cccs1	-2	-15	-2	5	-5	12	-10	21	-12	-5	1
O=C1NC(c2ccc(-c3ccccc3[N+](=O)[O-])o2)C(C(=O)c2ccc(F)cc2)C(O)(C(F)(F)F)N1 (stereo not given)	-5	-19	-20	-2	4	3	9	6	-31	15	-1
COCCNC(=O)C1CCC(Cn2c(=S)[nH]c3ccccc3c2=O)CC1 (stereo not given)	9	-29	-2	6	-2	2	-12	2	-24	-14	-3
Cc1ccc(NC(=O)COC(=O)CCNS(=O)(=O)c2ccc(C)c(C)c2)cc1	-14	8	6	4	5	-5	13	-3	-17	2	-1
COC1=C(Nc2ccc(C)cc2)C(=O)c2ccccc2C1=O	-75	-60	3	4	-32	2	-20	-19	-35	-36	5
Cc1ccc(C(=O)c2c(NC(=O)CSc3nnc(N)s3)sc3c2CCCC3)cc1	-1	2	4	2	5	-4	-14	13	26	50	-5
COc1ccc([C@@H]2[C@@H]3C(=O)N(C(C)(C)C)C(=O)[C@@H]3[C@]3(Cc4ccc(Cl)cc4)C(=O)N(c4cccc(Br)c4)C(=O)N23)cc1	1	-6	-8	-17	-2	-1	-18	6	-5	2	-10
Oc1c(Br)cc(C2N=C(c3ccccc3Cl)NO2)cc1Br (stereo not given)	-7	3	0	-8	1	-2	21	3	-6	3	-4
O=C1CCCN1CCCNS(=O)(=O)c1ccc(Br)s1	21	-1	2	-12	3	-1	-20	-5	20	5	5
